# DDE Tn6 FP inh: inhibitors of Tn6 peptide binding to fibrin DD(E), primary screen, biochemical, fluorescence polarization, human fibrin, Tn6 probe; Fibrinogen beta chain (Homo sapiens), P02675; Fibrin DD(E) TRITC-Tn6 fluorescence polarization displacement; inhibition, % at 8.3 µM; 370,000 compounds, 0.21% hits; AID 720509, 2013;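 active means inhibition above a per-campaign cutoff: mean of compounds within control limits plus 3 SD, cut at about 15% in these data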;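 further: 0% = median of all compound wells on the plate and 100% = blocking peptide control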
# TDP2 inh: human TDP2 enzyme inhibitors, primary screen, biochemical, epi absorbance, recombinant enzyme; Tyrosyl-DNA phosphodiesterase 2 (Homo sapiens), O95551; T5PNP hydrolysis, p-nitrophenol absorbance 415 nm; inhibition, % at 12.8 µM; 370,000 compounds, 0.34% hits; AID 720702, 2013;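 active means inhibition above the mean of all tested compounds plus 3 SD, set per campaign, cut at about 25% in these data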;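 further: 0% = DMSO with enzyme and 100% = buffer with substrate but no TDP2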
# Target sequence (O95551 whole entry, looked up): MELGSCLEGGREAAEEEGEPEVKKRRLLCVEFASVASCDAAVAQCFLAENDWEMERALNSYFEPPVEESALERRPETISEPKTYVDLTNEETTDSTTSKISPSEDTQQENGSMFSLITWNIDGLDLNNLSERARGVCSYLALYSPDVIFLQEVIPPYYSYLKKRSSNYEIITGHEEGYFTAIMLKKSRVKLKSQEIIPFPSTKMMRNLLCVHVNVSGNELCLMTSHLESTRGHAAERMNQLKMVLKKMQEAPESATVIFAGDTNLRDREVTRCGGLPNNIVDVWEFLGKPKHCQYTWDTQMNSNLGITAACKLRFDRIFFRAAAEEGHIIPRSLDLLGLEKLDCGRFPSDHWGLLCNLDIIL
#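 Assay system: recombinant human TDP2 / Reagent: T5PNP substrate at 5 mM, a TopII-DNA adduct mimic / Measured by: epi absorbance from released p-nitrophenol / Evaluation: % inhibition relative to enzyme-containing and enzyme-free wells / Control set: enzyme-free and DMSO wells / Replicates: each compound tested once, singlicate / Schedule: enzyme reaction with compound for 2 h at 37 °C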
# PLC-gamma1 inh: PLC-gamma1 enzyme inhibitors, primary screen, biochemical, fluorescence, purified enzyme; fluorogenic substrate; inhibition, % at 12.2 µM; 370,000 compounds, 0.84% hits; AID 720700, 2013; in the data active means inhibition above about 9.5%
# SIAE inh: human SIAE inhibitors, primary screen, biochemical, fluorescence polarization, FP-Rh probe, 1536-well HTS; SIAE FP-Rh probe binding; inhibition, % at 9.66 µM; 370,000 compounds, 0.69% hits;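 active means inhibition above a cutoff: mean of compounds within the control limits plus 3 SD of those, cut at about 17% in these data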;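 further: 0% = plate median of compound wells and 100% = probe without SIAE protein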
# Target sequence (Q9HAT2 whole entry, looked up): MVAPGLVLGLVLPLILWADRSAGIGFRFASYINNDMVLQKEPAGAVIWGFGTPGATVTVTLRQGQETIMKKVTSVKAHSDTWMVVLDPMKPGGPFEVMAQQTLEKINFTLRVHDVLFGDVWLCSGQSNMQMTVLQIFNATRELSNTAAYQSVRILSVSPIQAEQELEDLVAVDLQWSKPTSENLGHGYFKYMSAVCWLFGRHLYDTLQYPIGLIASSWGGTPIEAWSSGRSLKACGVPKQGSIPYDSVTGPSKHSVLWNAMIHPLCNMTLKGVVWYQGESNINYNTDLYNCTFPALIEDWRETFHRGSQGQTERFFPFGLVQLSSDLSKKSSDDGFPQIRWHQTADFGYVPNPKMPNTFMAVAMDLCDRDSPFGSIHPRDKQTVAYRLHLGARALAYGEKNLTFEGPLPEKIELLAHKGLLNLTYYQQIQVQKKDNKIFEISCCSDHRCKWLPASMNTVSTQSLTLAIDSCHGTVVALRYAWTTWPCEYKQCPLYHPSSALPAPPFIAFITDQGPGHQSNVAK
# ADAM10 inh: human ADAM10 inhibitors, primary screen, biochemical, QFRET, HTS | inhibition, % at 7 µM | recombinant ADAM10, EDANS/DABCYL FRET peptide cleavage, 3 h | Disintegrin and metalloproteinase domain-containing protein 10 (Homo sapiens), O14672 | 370,000 compounds, 0.62% hits;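 active means inhibition above a per-campaign cutoff equal to the mean of compounds falling between control-based bounds plus 3 SD, cut at about 20% in these data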;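 further: 0% = DMSO wells while the 100% control is not disclosed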
# DDE Tn7 FP inh: inhibitors of Tn7 peptide binding to fibrin DD(E), primary screen, biochemical, fluorescence polarization, human fibrin, Tn7 probe; Fibrinogen beta chain (Homo sapiens), P02675; FP displacement of FITC-Tn7 peptide from fibrin DD(E); 0% = median of compound wells per plate; inhibition, % at 8.3 µM; 370,000 compounds, 0.13% hits; AID 720508, 2013;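 active means inhibition above the mean of compounds falling within the control limits plus 3 SD of them, cut at about 14% in these data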;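 further: 0% = plate median of compound wells and 100% = 10 µM Aha-Tn7 peptide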
#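 Assay system: Fibrin-DD(E) protein isolated from polymerized human fibrin clots; read-out basis: percent inhibition; medium: Tris/NaCl/CaCl2 buffer, pH 7.8; signal: FP measurement; incubation: 10 min plus 3 h, room temperature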
# PLCb3 inh: human PLC-beta3 inhibitors, primary screen, biochemical, fluorescence; 1-phosphatidylinositol 4,5-bisphosphate phosphodiesterase beta-3 (Homo sapiens), Q01970; Purified PLC-beta3, fluorogenic substrate; inhibition, % at 12.2 µM; 370,000 compounds, 0.18% hits; AID 720704, 2013; in the data active means inhibition above about 11%;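 further: 0% = median of compound wells on plate and 100% = full blocker control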
# ADAM17 inh: ADAM17 inhibitors, primary screen, biochemical, QFRET. Disintegrin and metalloproteinase domain-containing protein 17 (Homo sapiens), P78536. recombinant ADAM17, EDANS/DABCYL FRET peptide cleavage. inhibition, % at 6.95 µM. 370,000 compounds, 0.83% hits. AID 720648, 2013;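 active means inhibition above the mean of compounds lying between control limits plus 3 SD, set per campaign, cut at about 8.5% in these data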;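 further: 0% = DMSO-only wells as the low control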
# ARFGAP1 inh: inhibitors of rat ARFGAP1 GAP activity, primary screen, biochemical, fluorescence polarization, GDP tracer; inhibition, % at 16.5 µM; ADP-ribosylation factor GTPase-activating protein 1 (Rattus norvegicus), Q62848; Arfgap1-stimulated ARF1 GTP hydrolysis, GDP FP detection; 360,000 compounds, 0.26% hits; AID 651572, 2012;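 active means inhibition above a per-plate limit, mean inhibition of low control wells plus 3 SD, cut at about 25% in these data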;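 further: 0% = DMSO wells with enzyme and 100% = wells lacking Arfgap1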
#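 Material: truncated rat Arfgap1 GAP domain; Incubation: compound-enzyme preincubation 20 min, reaction 120 min, detection 60 min, 25 °C; Read-out: percent inhibition of Arfgap1-stimulated GTP hydrolysis; Technique: FP, GDP Alexa 633 tracer displaced from anti-GDP antibody, 620/688 nm; Controls: No-Arfgap1 wells (100%) versus DMSO full-reaction wells (0%); Replication: single well per compound.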
# ASAP1 GAP inh: inhibitors of human ASAP1 ArfGAP activity, primary screen, biochemical, fluorescence polarization. Arf-GAP with SH3 domain, ANK repeat and PH domain-containing protein 1 (Homo sapiens), …. ASAP1-stimulated ARF1 GTP hydrolysis, GDP FP detection. inhibition, % at 16.5 µM. 360,000 compounds, 0.19% hits. AID 624377, 2012; in the data active means inhibition above about 25%;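 further: 0% = vehicle with enzyme and substrate and 100% = no enzyme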
# Numbers without * were called inactive; . = no result given.
[1] O=[N+]([O-])c1cc(Br)c2c(c1)CCN2
[2] Cc1cc2oc(=O)cc(CN(C)Cc3ccccc3F)c2cc1Cl
[3] CCOc1ccccc1NC(=O)N1CCCc2ccccc21
[4] COC(=O)c1ccc(NC(=O)C23CCC(C)(C(=O)O2)C3(C)C)cc1 (configuration not stated)
[5] O=c1c([N+](=O)[O-])c(N2CCOCC2)c2ccccc2n1Cc1ccccc1
[6] Cc1ccc(CN=c2c([N+](=O)[O-])nn(-c3cccc(C)c3)n2O)cc1
[7] NC(=O)c1cccc(-c2ccnc3c2CC(C(=O)NCCC(F)(F)F)O3)c1 (configuration not stated)
[8] Cc1cc(NC(=O)Cn2nc(C(F)(F)F)c3c2CCC3)no1
assay / entry | 1 | 2 | 3 | 4 | 5 | 6 | 7 | 8
DDE Tn6 FP inh | 2 | -1 | -3 | -3 | 1 | -3 | -5 | 2
TDP2 inh | -18 | -5 | 13 | -3 | 0 | -8 | -14 | 0
PLC-gamma1 inh | 3 | -1 | 0 | 5 | 1 | -1 | 4 | 1
SIAE inh | 7 | 3 | 4 | -2 | -2 | 4 | -5 | 1
ADAM10 inh | -3 | -14 | -3 | 3 | 0 | -3 | -4 | -2
DDE Tn7 FP inh | 1 | 7 | 3 | -7 | 4 | 1 | -9 | -1
PLCb3 inh | 13* | -14 | -2 | 5 | -8 | 6 | 5 | 2
ADAM17 inh | 7 | -4 | -5 | 5 | 1 | -4 | 1 | -6
ARFGAP1 inh | 10 | 11 | -4 | 1 | -4 | 0 | 5 | -13
ASAP1 GAP inh | 23 | 2 | -7 | 8 | 1 | -5 | -3 | 8

# From compound 7 to 8, as listed above:
[7] NC(=O)c1cccc(-c2ccnc3c2CC(C(=O)NCCC(F)(F)F)O3)c1 (configuration not stated)
[8] Cc1cc(NC(=O)Cn2nc(C(F)(F)F)c3c2CCC3)no1
assay / entry | 7 | 8
DDE Tn6 FP inh | -5 | 2
TDP2 inh | -14 | 0
PLC-gamma1 inh | 4 | 1
SIAE inh | -5 | 1
ADAM10 inh | -4 | -2
DDE Tn7 FP inh | -9 | -1
PLCb3 inh | 5 | 2
ADAM17 inh | 1 | -6
ARFGAP1 inh | 5 | -13
ASAP1 GAP inh | -3 | 8

# 3 records picked at random from the list so far, as already listed:
[6] Cc1ccc(CN=c2c([N+](=O)[O-])nn(-c3cccc(C)c3)n2O)cc1
[3] CCOc1ccccc1NC(=O)N1CCCc2ccccc21
[1] O=[N+]([O-])c1cc(Br)c2c(c1)CCN2
assay / entry | 6 | 3 | 1
DDE Tn6 FP inh | -3 | -3 | 2
TDP2 inh | -8 | 13 | -18
PLC-gamma1 inh | -1 | 0 | 3
SIAE inh | 4 | 4 | 7
ADAM10 inh | -3 | -3 | -3
DDE Tn7 FP inh | 1 | 3 | 1
PLCb3 inh | 6 | -2 | 13*
ADAM17 inh | -4 | -5 | 7
ARFGAP1 inh | 0 | -4 | 10
ASAP1 GAP inh | -5 | -7 | 23

# (cont.)
[9] Cc1ccc(C)c(NC(=O)c2ccc3c(c2)CCN3S(C)(=O)=O)c1
[10] O=C(Nc1ccc(Cl)cc1C(F)(F)F)c1ccccc1
[11] COc1ccc(OCC(O)CNC(=O)c2ccccc2)cc1 (configuration not stated)
[12] CC(C)(C)c1ccc(/C=C/C(=O)NC2CCS(=O)(=O)C2)cc1 (configuration not stated)
[13] CCn1c(SCC(=O)N2CCCC2)nnc1-c1ccc(N)cc1
[14] CCC1(C)NC(=O)N(CC(=O)N2CCC(Cc3ccccc3)CC2)C1=O (configuration not stated)
[15] O=C(C[C@@H]1C/C=C\C[C@@H](Cc2ccc(F)cc2)C(=O)OCCNC1=O)N[C@H](CO)Cc1ccccc1
[16] CC(C)CC(C(=O)Nc1ccc2c(c1)OCCO2)N1C(=O)c2ccccc2C1=O (configuration not stated)
assay / entry | 9 | 10 | 11 | 12 | 13 | 14 | 15 | 16
DDE Tn6 FP inh | 7 | 2 | -2 | -4 | -4 | 10 | 8 | 10
TDP2 inh | -2 | 9 | 17 | -3 | 8 | -4 | 4 | 4
PLC-gamma1 inh | 3 | 0 | 1 | 6 | -3 | -2 | 0 | -2
SIAE inh | 1 | 3 | -2 | -9 | 0 | 9 | 2 | 14
ADAM10 inh | -16 | -3 | 0 | -1 | 6 | -8 | -1 | 0
DDE Tn7 FP inh | 2 | 5 | -2 | 6 | 2 | 6 | 8 | -5
PLCb3 inh | 0 | 2 | -3 | -3 | -1 | -3 | 0 | 2
ADAM17 inh | -5 | -3 | -50 | -3 | -4 | -5 | -3 | -2
ARFGAP1 inh | -3 | 10 | 11 | -1 | 2 | -13 | 5 | 3
ASAP1 GAP inh | 6 | -8 | 6 | 3 | -1 | -16 | 0 | -1

# The last four records of the section before come first, to join the parts.
[13] CCn1c(SCC(=O)N2CCCC2)nnc1-c1ccc(N)cc1
[14] CCC1(C)NC(=O)N(CC(=O)N2CCC(Cc3ccccc3)CC2)C1=O (configuration not stated)
[15] O=C(C[C@@H]1C/C=C\C[C@@H](Cc2ccc(F)cc2)C(=O)OCCNC1=O)N[C@H](CO)Cc1ccccc1
[16] CC(C)CC(C(=O)Nc1ccc2c(c1)OCCO2)N1C(=O)c2ccccc2C1=O (configuration not stated)
[17] CC(C)C[C@@H]1COc2cc(NCCO)ccc2S(=O)(=O)N1
[18] CCOc1ccc(CNC(=O)NS(=O)(=O)c2ccc(OC)cc2)cc1
[19] CCn1c(C)c(C(C)=O)c(NCc2ccccc2)nc1=S
[20] COc1cccc(-c2nnc(SCC(=O)Nc3ccc(Oc4ccccc4)cc3)n2Cc2ccco2)c1
[21] Cc1ccc(F)c(S(=O)(=O)NC(=O)C2(C)CCN2C(=O)Cc2cccc3ccccc23)c1 (configuration not stated)
[22] O=C(COC(=O)/C=C/c1ccccc1Cl)NC(=O)Cc1ccccc1
[23] Cn1nc(-c2ccccc2)cc1NC(=O)Nc1ccccc1F
[24] O=c1[nH][nH]c(C(F)(F)F)c1C=Nc1cccc(Cl)c1
assay / entry | 13 | 14 | 15 | 16 | 17 | 18 | 19 | 20 | 21 | 22 | 23 | 24
DDE Tn6 FP inh | -4 | 10 | 8 | 10 | 4 | -10 | -1 | 3 | 2 | -2 | 3 | -2
TDP2 inh | 8 | -4 | 4 | 4 | -5 | -11 | 5 | -2 | -3 | 3 | -4 | -6
PLC-gamma1 inh | -3 | -2 | 0 | -2 | -1 | 2 | -7 | 0 | -1 | -5 | 0 | 3
SIAE inh | 0 | 9 | 2 | 14 | -2 | -5 | 5 | -12 | -1 | -3 | 2 | -1
ADAM10 inh | 6 | -8 | -1 | 0 | -9 | -5 | -17 | 9 | -6 | 2 | 4 | -12
DDE Tn7 FP inh | 2 | 6 | 8 | -5 | 5 | -2 | 5 | 0 | -10 | 3 | -6 | -2
PLCb3 inh | -1 | -3 | 0 | 2 | 0 | -5 | -4 | -5 | -2 | -2 | -3 | 1
ADAM17 inh | -4 | -5 | -3 | -2 | -4 | -4 | -7 | 9.1* | -2 | 6 | 1 | -5
ARFGAP1 inh | 2 | -13 | 5 | 3 | -5 | 10 | -6 | . | 6 | 7 | 7 | 10
ASAP1 GAP inh | -1 | -16 | 0 | -1 | -2 | 1 | -10 | . | -11 | 3 | 6 | -11

# Bioassay records: PubChem, The Scripps Research Institute Molecular Screening Center
